Assay outcomes (PubChem BioAssay)
NOD1 NF-kB reporter – inhibition of NOD1-driven NF-kB reporter – cell-based, luminescence, uHTS, primary screen (AID 1578) | NOD1-driven NF-kB luciferase reporter cells, luminescence; higher % means a stronger effect | one-dose inhibition, % at 4 µM; EC50 in µM for titrated hits | hit rate 1% among 290,000; in the data active = inhibition mostly above about 36%, no sharp cut-off; inactive = mostly below about 34%;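 also: HEK-293T reporter cells stimulated with the NOD1 agonist gamma-tri-DAP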
KOR beta-arrestin-1 – kappa opioid receptor activators – cell-based, luminescence, uHTS, primary screen (AID 1777); KOR beta-arrestin recruitment, luminescence; higher % means a stronger effect; activation, % at 10 µM; hits with a dose series show EC50 in µM; hit rate 0.02% among 280,000; in the data active = activation above about 50%, passing the limit was not always enough; also: a part of the inactive calls stands beside numbers as strong as those of hits
KOR beta-arrestin-2 – KOR antagonists, beta-arrestin recruitment, cell-based, luminescence, uHTS (AID 1778). KOR beta-arrestin recruitment, luminescence, antagonist mode; higher % means a stronger effect. one-dose inhibition, % at 10 µM; IC50 in µM for titrated hits. hit rate 0.091% among 290,000; also: strong numbers were not always called active
NTR1 agonist – NTR1-driven beta-arrestin-GFP spot formation – imaging, U2OS cells, high content, primary screen (AID 493036); hit rate 0.17% among 330,000; activation, % at 20 µM; agonist mode;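 active = activation at or above 40% of the spot to cytoplasm intensity ratio, with at least 20 cells analyzed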;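 also: 0% = DMSO without peptide and 100% = 100 nM NTR1 peptide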
Target sequence (P30989 whole entry, looked up): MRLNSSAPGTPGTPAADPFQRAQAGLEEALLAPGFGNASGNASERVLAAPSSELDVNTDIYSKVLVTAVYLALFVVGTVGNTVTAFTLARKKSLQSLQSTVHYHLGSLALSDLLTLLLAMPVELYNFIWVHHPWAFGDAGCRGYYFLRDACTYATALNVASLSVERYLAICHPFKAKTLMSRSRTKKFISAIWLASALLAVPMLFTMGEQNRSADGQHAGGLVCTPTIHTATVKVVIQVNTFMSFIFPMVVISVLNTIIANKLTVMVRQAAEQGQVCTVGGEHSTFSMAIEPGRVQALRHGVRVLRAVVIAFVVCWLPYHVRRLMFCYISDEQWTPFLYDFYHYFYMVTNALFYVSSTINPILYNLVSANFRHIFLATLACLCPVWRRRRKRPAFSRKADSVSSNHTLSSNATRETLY
GPR55 activation – selective activators of receptor GPR55 – imaging, U2OS cells, beta-arrestin-GFP redistribution, primary screen (AID 1961). U2OS GPR55 beta-arrestin-GFP redistribution imaging; higher % means a stronger effect. activation, % at 10 µM; hits with a dose series show EC50 in µM. hit rate 0.048% among 290,000;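 active = activation above 40% with more than 50 cells counted in the well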;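 also: U2OS osteosarcoma cells stably expressing GPR55 and beta-arrestin-GFP; plate controls were DMSO negative control for no effect and LPI positive control for full effect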
Yfh1-off respiration – mitochondrial function rescue without frataxin homolog – Friedreich's ataxia, plus single-dose screen, dose response (AID 1465) | S. cerevisiae Yfh1-off respiration, WST-1 reduction, 72 h; higher fold induction means a stronger effect | fold induction at 50 µM; hits with a dose series show EC50 in µM | hit rate 0.074% among 220,000;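 active = fold induction of absorbance versus untreated yeast above a set limit, then at least 30% activation at any dose in follow-up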;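 also: activators that raise dye reduction in frataxin-depleted yeast; strong numbers were not always called active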
CSM14.1 death rescue – protection against thapsigargin-triggered cell killing – 384-well, CSM14.1, ATP luminescence, primary screen (AID 1222). CSM14.1 thapsigargin-induced death rescue, ATP luminescence; higher % means a stronger effect. cellular ATP content (survival), % at 20 µM; hits with a dose series show EC50 in µM. 190,000 tested, under 10 active;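 active = EC50 below 50 µM in the dose-response confirmation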;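 also: death triggered by thapsigargin at about 15 µM added after 2 h compound pretreatment; cell ATP read after overnight thapsigargin exposure of roughly 18 to 22 hours; normalized against plate controls of thapsigargin alone and 5% DMSO vehicle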
TNAP activation fold – stimulation of alkaline phosphatase TNAP activity – biochemical, luminescent, no phosphate acceptor, uHTS, primary screen (AID 1001). purified TNAP, luminescent activation assay, no phosphate acceptor; higher activation fold means a stronger effect. activation fold at 20 µM, or EC50 in µM where a hit was titrated. hit rate 0.03% among 200,000; in the data active = activation fold from about 3, or a potency from the dose series; inactive = the rest, 99 in 100 with activation fold below about 1.6; also: many of its hits are not listed in these tables
HEK293 NOD2/NF-kB – inhibition of NOD2-driven NF-kB reporter – cell-based, luminescence, uHTS, HEK293 (AID 1566) | hit rate 0.63% among 290,000 | HEK293 NOD2/NF-kB luciferase reporter, luminescence; higher % means a stronger effect | inhibition, % at 4 µM, or EC50 in µM where a hit was titrated; also: many of its hits are not listed in these tables
NTR1 agonist cell count 20 µM – further read-out of NTR1 agonist, marked with its call; cell count; measured here: cell count, cytotoxicity flag
* = called active by the depositor; [ ] = remark or other dose. Rule as the data show it, unless noted: active = inhibition above about 50%; inactive = the rest. A portion of the library; rates above refer to the full screens.

CC1/C(=N/O)CC(c2ccco2)NC1c1ccco1 (stereo not drawn) was read as NOD1 NF-kB reporter -1%, KOR beta-arrestin-1 -1.7%, KOR beta-arrestin-2 7%, NTR1 agonist -0.9, GPR55 activation 0.0%, Yfh1-off respiration inactive, CSM14.1 death rescue -1.8%, TNAP activation fold 0.9, HEK293 NOD2/NF-kB 4% and NTR1 agonist cell count 20 µM 57.
CC(/C=N/n1c(-c2cc(C)[nH]n2)n[nH]c1=S)=C\c1ccco1 was read as NOD1 NF-kB reporter -5%, KOR beta-arrestin-1 -0.5%, KOR beta-arrestin-2 -17%, NTR1 agonist -0.6, GPR55 activation 0.4%, Yfh1-off respiration inactive, HEK293 NOD2/NF-kB -18% and NTR1 agonist cell count 20 µM 49.
`CC1=CC(C)(C(Cl)Cl)C(C)=CC1=O` (stereo not drawn) gave NOD1 NF-kB reporter 6%, KOR beta-arrestin-1 -4.4%, KOR beta-arrestin-2 20%, NTR1 agonist -0.3, GPR55 activation -0.3%, Yfh1-off respiration inactive, CSM14.1 death rescue -1.1%, TNAP activation fold 1, HEK293 NOD2/NF-kB 16% and NTR1 agonist cell count 20 µM 87.
Cc1cc(N2C(=O)CCC2=O)n(-c2ccccc2)n1 was read as NOD1 NF-kB reporter -19%, KOR beta-arrestin-1 -2.4%, KOR beta-arrestin-2 11%, NTR1 agonist -1.6, GPR55 activation 0.6%, Yfh1-off respiration inactive, CSM14.1 death rescue -1.9%, TNAP activation fold 1.1, HEK293 NOD2/NF-kB 5% and NTR1 agonist cell count 20 µM 84.
Screening O=C(NCC1COc2ccccc2O1)C1CCCN(S(=O)(=O)c2cnc[nH]2)C1 (stereo not drawn) returned NOD1 NF-kB reporter -10%, KOR beta-arrestin-1 0.2%, KOR beta-arrestin-2 3%, NTR1 agonist 4.2, GPR55 activation 0.2%, Yfh1-off respiration inactive, CSM14.1 death rescue -2.4%, TNAP activation fold 1, HEK293 NOD2/NF-kB 7% and NTR1 agonist cell count 20 µM 67.
Cc1ccccc1SCC(=O)OCC(=O)Nc1sccc1C(N)=O was read as NOD1 NF-kB reporter -12%, KOR beta-arrestin-1 5.6%, KOR beta-arrestin-2 -28%, NTR1 agonist 5.5, GPR55 activation -0.3%, Yfh1-off respiration inactive, CSM14.1 death rescue -2.2%, TNAP activation fold 1, HEK293 NOD2/NF-kB -5% and NTR1 agonist cell count 20 µM 67.
Screening CNC(=O)C(=O)Nc1cc2c3c(c1)C(C)C(=O)N3CCC2 (stereo not drawn) returned NOD1 NF-kB reporter -19%, KOR beta-arrestin-1 10%, KOR beta-arrestin-2 3%, NTR1 agonist -2.9, GPR55 activation -0.2%, HEK293 NOD2/NF-kB 10% and NTR1 agonist cell count 20 µM 45.
For COc1ccc(N2CCN(C(CNC(=O)C(=O)NCC3CCCO3)c3ccco3)CC2)cc1 (stereo not drawn) the results were NOD1 NF-kB reporter 6%, KOR beta-arrestin-1 -2.9%, KOR beta-arrestin-2 1%, NTR1 agonist 1.7, GPR55 activation -0.3%, Yfh1-off respiration inactive, CSM14.1 death rescue -0.1%, TNAP activation fold 1.1, HEK293 NOD2/NF-kB 17% and NTR1 agonist cell count 20 µM 60.
`CC1CN(C)C(C)C/C1=N/Oc1ccccc1[N+](=O)[O-]` (stereo not drawn) gave NOD1 NF-kB reporter -25%, KOR beta-arrestin-2 9%[20 µM], NTR1 agonist -1.6, GPR55 activation 0.6%, Yfh1-off respiration inactive, CSM14.1 death rescue -1.0%, TNAP activation fold 1.1, HEK293 NOD2/NF-kB 11% and NTR1 agonist cell count 20 µM 42.
Screening COCCCNC(=O)c1cn(C)c(=O)c2cc(OC)c(OC)cc12 returned NOD1 NF-kB reporter -34%, KOR beta-arrestin-1 7.6%, KOR beta-arrestin-2 -6%, NTR1 agonist -1.5, GPR55 activation 0.3%, Yfh1-off respiration inactive, CSM14.1 death rescue -1.3%, TNAP activation fold 1.1, HEK293 NOD2/NF-kB -7% and NTR1 agonist cell count 20 µM 70.
Screening Cc1ccc(Sc2nc(C)cc(C)c2S(C)(=O)=O)cc1 returned NOD1 NF-kB reporter 16%, KOR beta-arrestin-1 -3.2%, KOR beta-arrestin-2 11%, NTR1 agonist -0.5, GPR55 activation 0.2%, Yfh1-off respiration inactive, CSM14.1 death rescue -2.6%, TNAP activation fold 1, HEK293 NOD2/NF-kB 7% and NTR1 agonist cell count 20 µM 46.
Screening COc1ccc(CNC(=O)C(C)OC(=O)c2cccs2)cc1 (stereo not drawn) returned NOD1 NF-kB reporter -26%, KOR beta-arrestin-1 0.3%, KOR beta-arrestin-2 -14%, NTR1 agonist -0.2, GPR55 activation -0.2%, HEK293 NOD2/NF-kB 5% and NTR1 agonist cell count 20 µM 55.
Screening Cn1c(-c2ccc(CN3CCCCC3)o2)nc2ccccc21 returned NOD1 NF-kB reporter -62%, KOR beta-arrestin-1 3.3%, KOR beta-arrestin-2 -17%, NTR1 agonist -1.0, GPR55 activation 0.0%, CSM14.1 death rescue -1.1%, TNAP activation fold 1.1, HEK293 NOD2/NF-kB -70% and NTR1 agonist cell count 20 µM 60.
`CCCCN1C(=O)C2C(c3ccc(OC)cc3O)NC(CC(C)C)(C(=O)O)C2C1=O` (stereo not drawn) gave NOD1 NF-kB reporter -14%, KOR beta-arrestin-1 -3.2%, KOR beta-arrestin-2 -6%, NTR1 agonist 1.7, GPR55 activation 0.3%, Yfh1-off respiration inactive, CSM14.1 death rescue -0.3%, TNAP activation fold 1.1, HEK293 NOD2/NF-kB -4% and NTR1 agonist cell count 20 µM 61.
Screening COc1ccccc1N1CCN(S(=O)(=O)c2ccc3c(c2)oc(=O)n3C)CC1 returned NOD1 NF-kB reporter -25%, KOR beta-arrestin-1 3.5%, KOR beta-arrestin-2 -25%, NTR1 agonist -1.2, GPR55 activation 0.0%, HEK293 NOD2/NF-kB 0% and NTR1 agonist cell count 20 µM 44.
COCC1CCCCN1C(=O)c1ccc2nc(Cc3ccc(OC)c(OC)c3)oc2c1 (stereo not drawn) was read as NOD1 NF-kB reporter -6%, KOR beta-arrestin-1 -2.8%, KOR beta-arrestin-2 21%, NTR1 agonist 1.1, GPR55 activation 0.0%, HEK293 NOD2/NF-kB 22% and NTR1 agonist cell count 20 µM 56.
Screening O/N=C\c1ccccc1Oc1ccc(F)cc1 returned NOD1 NF-kB reporter 8%, KOR beta-arrestin-1 0.4%, KOR beta-arrestin-2 -20%[20 µM], NTR1 agonist 0.7, GPR55 activation -0.1%, Yfh1-off respiration inactive, CSM14.1 death rescue -1.8%, TNAP activation fold 1, HEK293 NOD2/NF-kB 12% and NTR1 agonist cell count 20 µM 36.
C#CCSc1nnc(-c2ccc([N+](=O)[O-])cc2)o1 was read as NOD1 NF-kB reporter -31%, KOR beta-arrestin-1 0.6%, KOR beta-arrestin-2 -7%, NTR1 agonist -2.0, GPR55 activation 0.1%, Yfh1-off respiration inactive, CSM14.1 death rescue 0.6%, TNAP activation fold 1.1, HEK293 NOD2/NF-kB -19% and NTR1 agonist cell count 20 µM 85.
CCc1nnc(NC(=O)CCC(=O)N2CCN(CCOc3ccc(C)cc3)CC2)s1 was read as NOD1 NF-kB reporter 13%, KOR beta-arrestin-1 -3.5%, KOR beta-arrestin-2 9%, NTR1 agonist -1.7, GPR55 activation 0.3%, Yfh1-off respiration inactive, CSM14.1 death rescue 2.7%, TNAP activation fold 1.1, HEK293 NOD2/NF-kB 11% and NTR1 agonist cell count 20 µM 56.
COc1ccc(C2(c3ccc(OC)cc3)NC(=O)N(CC(=O)Nc3ccccc3)C2=O)cc1 was read as NOD1 NF-kB reporter -6%, KOR beta-arrestin-1 -2.5%, KOR beta-arrestin-2 -12%, NTR1 agonist 2.0, GPR55 activation -0.2%, HEK293 NOD2/NF-kB 3% and NTR1 agonist cell count 20 µM 43.
For Cc1[nH]nc2c1C(c1ccc(O)cc1)C1=C(CC(C)(C)CC1=O)N2 (stereo not drawn) the results were NOD1 NF-kB reporter -27%, KOR beta-arrestin-1 -1.0%, KOR beta-arrestin-2 -1%, NTR1 agonist 0.1, GPR55 activation -0.6%, Yfh1-off respiration inactive, CSM14.1 death rescue -1.0%, TNAP activation fold 1.1, HEK293 NOD2/NF-kB 12% and NTR1 agonist cell count 20 µM 41.
COc1ccc(C(=O)CC(=O)C(=O)Nc2ccc(C)c(Cl)c2)cc1 was read as NOD1 NF-kB reporter 8%, KOR beta-arrestin-1 -1.1%, KOR beta-arrestin-2 15%, GPR55 activation 0.0% and HEK293 NOD2/NF-kB 8%.
`CCCNS(=O)(=O)c1ccc(OCC(=O)N2CCOCC2)cc1` gave NOD1 NF-kB reporter -36%, KOR beta-arrestin-1 -4.8%, KOR beta-arrestin-2 16%, NTR1 agonist 0.0, GPR55 activation -0.3%, Yfh1-off respiration inactive, CSM14.1 death rescue -1.7%, TNAP activation fold 1.1, HEK293 NOD2/NF-kB 10% and NTR1 agonist cell count 20 µM 53.
CCN(CC)C(=O)CCCOc1ccc(Cl)cc1Cl was read as NOD1 NF-kB reporter -48%, KOR beta-arrestin-1 0.5%, KOR beta-arrestin-2 14%, NTR1 agonist -0.1, GPR55 activation -0.1%, Yfh1-off respiration inactive, CSM14.1 death rescue 0.5%, TNAP activation fold 1.1, HEK293 NOD2/NF-kB -73% and NTR1 agonist cell count 20 µM 72.
Screening CSCCC(NC=C1C(=O)OC(C)(C)OC1=O)C(=O)O (stereo not drawn) returned NOD1 NF-kB reporter 16%, KOR beta-arrestin-1 1.5%, KOR beta-arrestin-2 13%, NTR1 agonist -0.2, GPR55 activation 0.0%, Yfh1-off respiration inactive, CSM14.1 death rescue -4.0%, TNAP activation fold 1, HEK293 NOD2/NF-kB 16% and NTR1 agonist cell count 20 µM 92.
Cc1ccc(C2CC2c2n[nH]c(=S)n2-c2cccc(Cl)c2)cc1 (stereo not drawn) was read as NOD1 NF-kB reporter 20%, KOR beta-arrestin-1 -0.4%, KOR beta-arrestin-2 5%, NTR1 agonist 1.1, GPR55 activation 0.4%, Yfh1-off respiration inactive, CSM14.1 death rescue -1.4%, TNAP activation fold 0.9, HEK293 NOD2/NF-kB 10% and NTR1 agonist cell count 20 µM 55.
`COC(=O)c1cc(C(=O)OC)cc(S(=O)(=O)Nc2ccc(Cl)c(N)c2)c1` gave NOD1 NF-kB reporter 8%, KOR beta-arrestin-1 0.6%, KOR beta-arrestin-2 -14%, NTR1 agonist 0.5, GPR55 activation -0.3%, Yfh1-off respiration inactive, CSM14.1 death rescue 2.6%, TNAP activation fold 1.2, HEK293 NOD2/NF-kB 24% and NTR1 agonist cell count 20 µM 37.
